Assay outcomes: PubChem BioAssay, National Center for Advancing Translational Sciences (NCATS)
TSG101-PTAP inh: TSG101-PTAP interaction inhibition, HIV-1 budding; Potency, µM (doses to about 115 µM), without a hit: top-dose activity change, negative = inhibition, hits mostly inhibitors; 44,000 tested, under 10 active; Q99816; Fluorescence polarization, FITC-PTAP peptide/Tsg101, 20 min; note: potency is the fitted concentration of half-maximal effect; 0% is about no effect
Target sequence (Q99816 whole entry, looked up): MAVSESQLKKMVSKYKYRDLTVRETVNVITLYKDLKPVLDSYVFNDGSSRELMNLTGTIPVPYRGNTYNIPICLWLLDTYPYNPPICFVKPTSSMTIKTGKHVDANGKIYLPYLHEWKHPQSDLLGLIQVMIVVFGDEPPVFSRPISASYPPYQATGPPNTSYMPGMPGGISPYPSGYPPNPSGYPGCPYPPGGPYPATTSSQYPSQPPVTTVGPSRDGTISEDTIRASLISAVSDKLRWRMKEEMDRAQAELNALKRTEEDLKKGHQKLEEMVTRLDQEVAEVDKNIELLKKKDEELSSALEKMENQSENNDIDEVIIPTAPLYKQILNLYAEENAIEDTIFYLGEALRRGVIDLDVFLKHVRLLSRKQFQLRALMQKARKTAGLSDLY
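Compounds pinned into 10 uM Tsg101 binding domain, then 50 nM FITC-PTAP peptide added in pH 7.5 HEPES buffer; FP read after 20 min, room temperature. Total S+P intensity flags fluorescent compounds; active cut-off <25 µM, efficacy <60%.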
GALK inhibitor: GALK (human) enzyme inhibition. Potency, µM (highest dose often 57.5 µM), for the others: top-dose activity, negative = inhibition, usual class: inhibitors. 44,000 tested, under 10 active. AID 1347072. recombinant GALK, Kinase-Glo ATP luminescence, 1 h. P51570;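 note: plate controls were full GALK reaction for no effect and reaction lacking GALK for full effect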
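5 nM GALK; 35 uM ATP; 100 uM D-galactose; 20 mM HEPES pH 8.0, 5 mM MgCl2, 60 mM NaCl, 1 mM DTT, 0.01% BSA; 1 h RT; Kinase-Glo Plus luminescence.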
FH mod: Identification of activators of human fumarate hydratase by quantitative high-throughput screening | 54,000 compounds, 0.22% hits | Potency, µM (titrated, usually from 79.9 µM), without a hit: at the top dose activity change, negative = inhibition, hits mostly inhibitors | FH coupled MDH/diaphorase resazurin fluorescence, 15 min | Fumarate hydratase, mitochondrial (Homo sapiens), P07954; note: potency is the fitted concentration of half-maximal effect; % is set by controls: 0 for no effect and ±100 for the full control effect; the screen sought activators but most active calls are inhibition curves; nearly all actives have a fitted effect of over 45% in size
p53null 39C kill: kills p53 null cells at the nonpermissive temperature. H1299 p53-null (neo) cells, 39C, ATPlite viability, 24 h. Potency, µM (doses to about 46.1 µM), for the others: at the highest dose activity, negative = cell killing, most hits filed as cytotoxic. 55,000 compounds, 0.97% hits. AID 904;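 note: potency is the fitted concentration of half-maximal effect; 0% = DMSO only and -100% = full killing by 100 µM tamoxifen; nearly all actives have a fitted effect of over 50% in size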
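Temperature-shift cytotoxicity format: compound titrations on p53-null or A138V-expressing H1299 cells held 24 hr at 39C, cell ATP then measured, AC50 from Hill model.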
p53null 32C kill: p53 null cell cytotoxicity, permissive temperature; 55,000 compounds, 0.62% hits; Potency, µM (titrated, usually from 46.1 µM), for inactives: at the highest dose activity change, negative = cytotoxicity, usual class: cytotoxic; H1299-neo p53 null cells, ATP luminescence, 24 h, 32C;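 note: potency is the fitted concentration of half-maximal effect; 0% = DMSO only and -100% = full killing by 100 µM tamoxifen; nearly all actives have a fitted effect of over 55% in size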
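Cytotoxicity: H1299-neo (no p53), 32C, 24 h treatment. Concentrations up to 46 uM. Readout cellular ATP, luminescence. Normalization to DMSO basal and tamoxifen 100 uM maximal kill.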
B2AR arrestin ag: ADRB2 beta-arrestin recruitment; HTLA Tango cells, beta-arrestin recruitment, luciferase luminescence, 18 h; 44,000 tested, under 10 active; P07550; Potency, µM (highest dose often 46.1 µM), inactives show at the top dose activation, most hits filed as activators;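 note: potency is the fitted concentration of half-maximal effect; 0% = DMSO and full agonism = EC100 isoproterenol or metaproterenol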
Target sequence (P07550 whole entry, looked up): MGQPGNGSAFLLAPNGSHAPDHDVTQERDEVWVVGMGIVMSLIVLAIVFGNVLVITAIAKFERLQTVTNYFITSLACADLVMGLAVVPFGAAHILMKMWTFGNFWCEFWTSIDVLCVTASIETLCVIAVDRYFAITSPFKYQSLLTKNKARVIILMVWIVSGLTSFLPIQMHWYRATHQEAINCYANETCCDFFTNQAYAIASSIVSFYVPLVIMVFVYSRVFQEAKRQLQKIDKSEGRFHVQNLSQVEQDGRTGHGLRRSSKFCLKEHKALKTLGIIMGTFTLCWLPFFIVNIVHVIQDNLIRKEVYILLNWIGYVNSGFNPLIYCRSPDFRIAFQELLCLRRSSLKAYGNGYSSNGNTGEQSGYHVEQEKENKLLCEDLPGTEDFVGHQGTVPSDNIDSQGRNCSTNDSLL
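First, Tango cells carrying beta2-AR and beta-arrestin fusions received compound up to 46 microM. After 18 hr at 37 degrees C, luciferase substrate was added for 15 minutes, then luminescence gave %Activity for curve fitting.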
NTMT1 inh: inhibitors of human N-terminal methyltransferase NTMT1. Potency, µM (top dose mostly 114 µM), inactives show top-dose activity change, negative = inhibition, hits mostly inhibitors. NTMT1 MTase-Glo SAH luminescence, purified enzyme. 59,000 compounds, 2.5% hits. AID 1645870. Q9BV86;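 note: potency is the fitted concentration of half-maximal effect; plate controls were DMSO vehicle for no effect and no enzyme for full effect; nearly all actives have a fitted effect of over 65% in size; many of its hits are not listed in these tables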
Target sequence (Q9BV86 whole entry, looked up): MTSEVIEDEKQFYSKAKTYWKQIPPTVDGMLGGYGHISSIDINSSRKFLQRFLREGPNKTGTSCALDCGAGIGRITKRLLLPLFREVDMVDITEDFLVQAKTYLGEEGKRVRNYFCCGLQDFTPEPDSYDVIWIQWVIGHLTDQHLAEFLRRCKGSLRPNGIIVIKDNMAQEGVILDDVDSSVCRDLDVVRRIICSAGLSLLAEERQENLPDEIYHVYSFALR
* hit, by the source's call. Calls come from the whole dose curve; as a rule, active = well fitted curve in the direction sought with a large enough effect; inconclusive = small, poorly fitted or top-dose-only effect, or another doubt; inactive = no such curve, though single readings can be large; an effect the other way counts as inactive or inconclusive. Only part of the results is shown. The share of hits here may be higher or lower than overall.

`O=C(NCC1CCN(Cc2ccc(F)cc2)CC1)c1cc2ccc3cccnc3c2[nH]1` gave TSG101-PTAP inh 1%, GALK inhibitor 3%, FH mod 4%, p53null 39C kill -11%, p53null 32C kill 14%, B2AR arrestin ag 1% and NTMT1 inh 5%.
Screening Cc1ccccc1-c1nc(CS(=O)(=O)CC(=O)NC(C)c2ccccc2)c(C)o1 (centres undefined) returned TSG101-PTAP inh -6%, GALK inhibitor 9%, FH mod -7%, p53null 39C kill -10%, p53null 32C kill -10%, B2AR arrestin ag 0% and NTMT1 inh 0%.
Screening CC(C)Oc1ccc(CNC(=O)CCCn2c(=O)c3cccn3c3ccccc32)cc1 returned TSG101-PTAP inh -3%, GALK inhibitor 0%, FH mod -15%, p53null 39C kill -9%, p53null 32C kill -7%, B2AR arrestin ag 0% and NTMT1 inh -2%.
Screening COc1ccccc1NC(=O)CSC1=Nc2ccccc2C2=NC(Cc3ccccc3)C(=O)N12 (centres undefined) returned TSG101-PTAP inh -2%, GALK inhibitor 3%, FH mod inconclusive, p53null 39C kill 4%, p53null 32C kill 26%, B2AR arrestin ag 1% and NTMT1 inh inconclusive.
Screening Cc1cc(Cl)ccc1NC(=O)Cn1nnc2sc(-c3ccccc3)cc2c1=O returned TSG101-PTAP inh 1%, GALK inhibitor 4%, FH mod -10%, p53null 39C kill -4%, p53null 32C kill -8%, B2AR arrestin ag 1% and NTMT1 inh 8%.
For CCCCCOc1ccc(/C=C/C(=O)Nc2sc3c(c2C(=O)OCC)CCC3)cc1OC the results were TSG101-PTAP inh 0%, GALK inhibitor 20%, FH mod -2%, p53null 39C kill 7%, p53null 32C kill -4%, B2AR arrestin ag 0% and NTMT1 inh 10%.
Cc1ccc(C)c(-n2nnc(-c3nc(-c4ccccc4C)no3)c2C)c1 was read as TSG101-PTAP inh -3%, GALK inhibitor 5%, FH mod inconclusive, p53null 39C kill 5%, p53null 32C kill -11%, B2AR arrestin ag -1% and NTMT1 inh -20%.
CCc1ccc(NC(=O)CSc2nc3n[nH]c(C)c3c(=N)n2-c2ccc(C)cc2)cc1 was read as TSG101-PTAP inh 2%, GALK inhibitor -1%, FH mod -9%, p53null 39C kill inconclusive, p53null 32C kill -21%, B2AR arrestin ag -1% and NTMT1 inh -5%.
For COc1ccc(-c2noc(CCC(=O)Nc3cccc(C)c3C)n2)cc1OC the results were TSG101-PTAP inh 1%, GALK inhibitor 3%, FH mod -3%, p53null 39C kill 20%, p53null 32C kill -3%, B2AR arrestin ag -2% and NTMT1 inh 4%.
`O=C(Nc1cc2c(cc1C(=O)c1cccc(Br)c1)OCCO2)c1ccccc1F` gave TSG101-PTAP inh 0%, GALK inhibitor 7%, FH mod -24%, p53null 39C kill -22%, p53null 32C kill 0%, B2AR arrestin ag 1% and NTMT1 inh 10%.
Cc1ccc(NC(=O)[C@H](Cc2ccccc2)N2Cc3ccccc3C2=O)cc1 was read as TSG101-PTAP inh 1%, GALK inhibitor 0%, FH mod 0%, p53null 39C kill 1%, p53null 32C kill -1%, B2AR arrestin ag -1% and NTMT1 inh 1%.
For COc1ccc(-c2cn3nc(N4CCCC(C(=O)Nc5ccc(Cl)cc5C)C4)sc3n2)cc1 (centres undefined) the results were TSG101-PTAP inh 1%, GALK inhibitor 4%, FH mod 3%, p53null 39C kill 0%, p53null 32C kill 3%, B2AR arrestin ag 0% and NTMT1 inh 16%.
Cc1ccc(N(CC(=O)N2CCN(c3cc(Cl)ccc3C)CC2)S(=O)(=O)c2c(C)noc2C)cc1 was read as TSG101-PTAP inh 0%, GALK inhibitor 7%, FH mod -12%, p53null 39C kill 10%, p53null 32C kill 14%, B2AR arrestin ag 1% and NTMT1 inh -4%.
`COC(=O)CSc1nc2sc3c(c2c(=O)n1-c1ccc(C)cc1)CC(C(C)C)OC3` (centres undefined) gave TSG101-PTAP inh -2%, GALK inhibitor 0%, FH mod -2%, p53null 39C kill 11%, p53null 32C kill 0%, B2AR arrestin ag -2% and NTMT1 inh 11%.
For CC(=O)Nc1cccc(NC(=O)C2(c3cccs3)CCOCC2)c1 the results were TSG101-PTAP inh -11%, GALK inhibitor -5%, FH mod -2%, p53null 39C kill 17%, p53null 32C kill 9%, B2AR arrestin ag -4% and NTMT1 inh inconclusive.
Screening COc1ccc(Cl)cc1NC(=O)c1c(NCc2cccnc2)sc2c1CCC(C)C2 (centres undefined) returned TSG101-PTAP inh -2%, GALK inhibitor 1%, FH mod -5%, p53null 39C kill 5%, p53null 32C kill inconclusive, B2AR arrestin ag -3% and NTMT1 inh 13%.
Screening O=C(Cn1cnc(S(=O)(=O)N2CCCC2)c1)Nc1cccc(F)c1 returned TSG101-PTAP inh -3%, GALK inhibitor inconclusive, FH mod 15%, p53null 39C kill -3%, p53null 32C kill -8%, B2AR arrestin ag 0% and NTMT1 inh 7%.
Cc1nn(C(C)C(=O)NC2CCC(C)CC2)c(=O)c2c1sc1ccccc12 (centres undefined) was read as TSG101-PTAP inh -4%, GALK inhibitor 2%, FH mod -5%, p53null 39C kill 20µM*, p53null 32C kill inconclusive, B2AR arrestin ag -2% and NTMT1 inh -4%.
For CCN(CC)CCNC(=O)c1ccc2c(c1)N(Cc1ccccc1)C(=O)c1ccccc1S2=O (centres undefined) the results were TSG101-PTAP inh -2%, GALK inhibitor 2%, FH mod -11%, p53null 39C kill -12%, p53null 32C kill -2%, B2AR arrestin ag -2% and NTMT1 inh -7%.
For CC(C)N(C(=O)c1cc2c(Cl)nc3ccccc3c2s1)C1CCCCC1 the results were TSG101-PTAP inh 1%, GALK inhibitor -2%, FH mod -8%, p53null 39C kill -6%, p53null 32C kill 4%, B2AR arrestin ag -2% and NTMT1 inh 15%.
CCOC(=O)C1CCC(CN(Cc2cccc(Br)c2)S(=O)(=O)c2ccc(Cl)cc2)CC1 (centres undefined) was read as TSG101-PTAP inh 3%, GALK inhibitor -1%, FH mod -21%, p53null 39C kill 3%, p53null 32C kill 11%, B2AR arrestin ag -1% and NTMT1 inh -9%.
Screening CCOc1ccc(CCNC(=O)Cn2c(C)c3cnn(-c4ccccc4)c(=O)c3c2C)cc1 returned TSG101-PTAP inh 0%, GALK inhibitor 4%, FH mod -6%, p53null 39C kill -6%, p53null 32C kill -4%, B2AR arrestin ag -2% and NTMT1 inh -3%.
`CCOc1ccc(NC(=O)CN2CCN(c3ccc(Cl)cc3)CC2)cc1` gave TSG101-PTAP inh 0%, GALK inhibitor 1%, FH mod -16%, p53null 39C kill -14%, p53null 32C kill 8%, B2AR arrestin ag 0% and NTMT1 inh 0%.
For Cc1ccc(NC(=O)C2CCCN(S(=O)(=O)c3c(C)noc3C)C2)cc1 (centres undefined) the results were TSG101-PTAP inh 0%, GALK inhibitor -3%, FH mod -4%, p53null 39C kill -10%, p53null 32C kill 5%, B2AR arrestin ag 1% and NTMT1 inh 7%.
`Cc1ccn2cc(CNC(=O)c3cccc(C(F)(F)F)c3)nc2c1` gave TSG101-PTAP inh 1%, GALK inhibitor 4%, FH mod 7%, p53null 39C kill -12%, p53null 32C kill -2%, B2AR arrestin ag -3% and NTMT1 inh 18%.
For COc1cc(NS(=O)(=O)c2ccc3c(c2)CCN3S(C)(=O)=O)cc(OC)c1 the results were TSG101-PTAP inh 3%, GALK inhibitor -6%, FH mod -10%, p53null 39C kill 14%, p53null 32C kill -7%, B2AR arrestin ag 0% and NTMT1 inh inconclusive.
`COc1ccc(CN2C(=O)c3oc4ccc(F)cc4c(=O)c3C2c2ccc(O)cc2)cc1` (centres undefined) gave TSG101-PTAP inh -3%, GALK inhibitor -8%, FH mod -8%, p53null 39C kill 4%, p53null 32C kill 9%, B2AR arrestin ag 1% and NTMT1 inh inconclusive.
CCCCN(CC)C(=O)Cn1c(=O)n(-c2ccc(OCC)cc2)c(=O)c2c3c(sc21)CCCC3 was read as TSG101-PTAP inh 3%, GALK inhibitor 3%, FH mod -19%, p53null 39C kill -15%, p53null 32C kill -1%, B2AR arrestin ag -2% and NTMT1 inh 5%.
Screening CCc1ccc(-n2c(=O)c3cccnc3n2CC(=O)Nc2cc(F)ccc2F)cc1 returned TSG101-PTAP inh -1%, GALK inhibitor 0%, FH mod -12%, p53null 39C kill -7%, p53null 32C kill -15%, B2AR arrestin ag 0% and NTMT1 inh 1%.
`COc1ccc(CNC(=O)CCc2c(C)nc3nc(CNC(=O)OC(C)(C)C)nn3c2C)cc1` gave TSG101-PTAP inh -3%, GALK inhibitor -1%, FH mod 3%, p53null 39C kill -9%, p53null 32C kill -7%, B2AR arrestin ag -4% and NTMT1 inh -6%.
CCOC(=O)c1ccc(CN(Cc2ccccc2C)S(=O)(=O)c2ccc(F)c(C)c2)cc1 was read as TSG101-PTAP inh -1%, GALK inhibitor -1%, FH mod -9%, p53null 39C kill 17%, p53null 32C kill -6%, B2AR arrestin ag -1% and NTMT1 inh 14%.
COc1ccc(Cl)cc1C(=O)Nc1ccc2nc(Nc3cccc(Cl)c3)cc(C)c2c1 was read as TSG101-PTAP inh -4%, GALK inhibitor 2%, FH mod -7%, p53null 39C kill -13%, p53null 32C kill -13%, B2AR arrestin ag -1% and NTMT1 inh 5%.
`COc1ccc(OC(C)C(=O)NCc2nc(-c3cccc(C)c3)no2)cc1` (centres undefined) gave TSG101-PTAP inh 8%, GALK inhibitor -2%, FH mod inconclusive, p53null 39C kill -2%, p53null 32C kill -4%, B2AR arrestin ag 0% and NTMT1 inh 7%.
`Cc1cccc(N2CCN(C(=O)c3cc4c(=O)oc5ccccc5c4s3)CC2C)c1` (centres undefined) gave TSG101-PTAP inh 2%, GALK inhibitor 0%, FH mod -10%, p53null 39C kill 0%, p53null 32C kill 7%, B2AR arrestin ag 1% and NTMT1 inh 1%.

A draw from above in order of length of the SMILES, rising.
`COc1ccc(OC(C)C(=O)NCc2nc(-c3cccc(C)c3)no2)cc1` (centres undefined) gave TSG101-PTAP inh 8%, GALK inhibitor -2%, FH mod inconclusive, p53null 39C kill -2%, p53null 32C kill -4%, B2AR arrestin ag 0% and NTMT1 inh 7%.
CCOC(=O)c1ccc(CN(Cc2ccccc2C)S(=O)(=O)c2ccc(F)c(C)c2)cc1 was read as TSG101-PTAP inh -1%, GALK inhibitor -1%, FH mod -9%, p53null 39C kill 17%, p53null 32C kill -6%, B2AR arrestin ag -1% and NTMT1 inh 14%.
`COc1ccc(CNC(=O)CCc2c(C)nc3nc(CNC(=O)OC(C)(C)C)nn3c2C)cc1` gave TSG101-PTAP inh -3%, GALK inhibitor -1%, FH mod 3%, p53null 39C kill -9%, p53null 32C kill -7%, B2AR arrestin ag -4% and NTMT1 inh -6%.
